# p53 reactivator: mutant p53 re-activation in reporter cells. H1299 p53-A138V BP100-luciferase reporter, luminescence, 24 h. Potency, µM (titrated, usually from 92.2 µM), for the others: at the highest dose activity change, positive = activation, most hits filed as activators. actives 0.063% (n = 320,000). AID 504706; note: potency is the fitted concentration of half-maximal effect; % of control where 0% means no effect; nearly all actives have a fitted effect of over 45% in size
#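 H1299 (p53-null), stable ts p53-A138V + BP100-Luc; 1000 cells/well, Opti-MEM/10% FBS; cpd 4 pt, 1:5; 24 h, 37 deg C, 5% CO2; detection reagent 10 min RT; luminescence.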
# NPC1 prom act: activators of NPC1 promoter; actives 2.4% (n = 320,000); Huh7 NPC1 promoter luciferase reporter, 24 h; Potency, µM (titrated, usually from 9.22 µM), for inactives: at the highest dose activation, usual class: activators; AID 485313;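 note: potency is the fitted concentration of half-maximal effect; % of control where 0% means no effect; nearly all actives have a fitted effect of over 60% in size; reporter is driven by a mutant NPC1 promoter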
#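 Readout is luciferase luminescence, reflecting NPC1 promoter activation in stably transfected Huh7 cells after 24 h compound exposure at 37 °C in reduced-serum medium with 10% FBS.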
# RORg inh: blocks mouse ROR gamma transcriptional activity | P51450 | Drosophila S2 Gal4-RORgamma UAS-luciferase reporter, 20 h | Potency, µM (top dose mostly 53.6 µM), without a hit: at the highest dose activity change, negative = inhibition, actives largely listed as inhibitors | actives 5.4% (n = 310,000); note: potency is the fitted concentration of half-maximal effect; % is set by controls: 0 for no effect and ±100 for the full control effect; nearly all actives have a fitted effect of over 60% in size
#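 Read-out: Photinus luciferase luminescence; inhibitors lower reporter signal. Insect Schneider cells with Gal4-ROR gamma fusion under metallothionein promoter, UAS reporter; 700 uM final copper sulfate induction, 20 hr, ambient temperature.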
# Rab9 prom act: activators of Rab9 promoter; Huh7 Rab9 promoter-luciferase reporter, luminescence, 24 h; Potency, µM (top dose mostly 9.22 µM), for inactives: at the top dose activation, negative = inhibition, hits mostly activators; actives 2.8% (n = 320,000); note: potency is the fitted concentration of half-maximal effect; % of control where 0% means no effect; nearly all actives have a fitted effect of over 60% in size
#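 Luciferase signal after 10 min detection reagent at ambient indicates Rab9 promoter upregulation; stably transfected Huh7 cells were treated 24 h with compound in DMSO at 37 °C, 5% CO2.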
# FLuc counter: inhibits or activates purified firefly luciferase, miR-21 counter-screen; actives 6.9% (n = 360,000); Potency, µM (highest dose often 57.5 µM), inactives show at the top dose activity change, negative = inhibition, usual class: inhibitors; purified FLuc, Km substrates, luminescence inhibition;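 note: potency is the fitted concentration of half-maximal effect; plate controls were vehicle for no effect and reference inhibitor for full effect; nearly all actives have a fitted effect of over 55% in size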
#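 Purified P. pyralis luciferase (10nM final) with 10uM D-luciferin and 10uM ATP (Km levels) in 50mM Tris acetate pH 7.5, 10mM Mg acetate, 0.01% Tween-20, 0.05% BSA; qHTS 6-point titration, ~60 µM downward; luminescence read.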
# ELG1 genotoxic: inducers of genotoxicity in HEK293T ELG1-luciferase cells; HEK293T ELG1-luciferase reporter, luminescence, 16 h; Potency, µM (highest dose often 46 µM), for inactives: top-dose activity change, positive = activation, hits mostly activators; actives 1.3% (n = 330,000); AID 504466; note: potency is the fitted concentration of half-maximal effect; % of control where 0% means no effect; nearly all actives have a fitted effect of over 60% in size
#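 16 hr compound incubation (37 °C, 5% CO2) of HEK293T cells carrying luciferase-tagged ELG1; luciferase then measured by ONE-Glo luminescence after 30 min at RT.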
# TRPV1 agonist: agonists of human vanilloid receptor 1 (TRPV1); TRPV1-expressing cells, Fluo-8 calcium influx, agonist mode; activation, % at 8.33 µM; actives 0.19% (n = 320,000); AID 540275; in the data active = activation above about 80%; inconclusive = between about 30% and that limit; note: 0% is about no effect
# Target sequence (Q8NER1 whole entry, looked up): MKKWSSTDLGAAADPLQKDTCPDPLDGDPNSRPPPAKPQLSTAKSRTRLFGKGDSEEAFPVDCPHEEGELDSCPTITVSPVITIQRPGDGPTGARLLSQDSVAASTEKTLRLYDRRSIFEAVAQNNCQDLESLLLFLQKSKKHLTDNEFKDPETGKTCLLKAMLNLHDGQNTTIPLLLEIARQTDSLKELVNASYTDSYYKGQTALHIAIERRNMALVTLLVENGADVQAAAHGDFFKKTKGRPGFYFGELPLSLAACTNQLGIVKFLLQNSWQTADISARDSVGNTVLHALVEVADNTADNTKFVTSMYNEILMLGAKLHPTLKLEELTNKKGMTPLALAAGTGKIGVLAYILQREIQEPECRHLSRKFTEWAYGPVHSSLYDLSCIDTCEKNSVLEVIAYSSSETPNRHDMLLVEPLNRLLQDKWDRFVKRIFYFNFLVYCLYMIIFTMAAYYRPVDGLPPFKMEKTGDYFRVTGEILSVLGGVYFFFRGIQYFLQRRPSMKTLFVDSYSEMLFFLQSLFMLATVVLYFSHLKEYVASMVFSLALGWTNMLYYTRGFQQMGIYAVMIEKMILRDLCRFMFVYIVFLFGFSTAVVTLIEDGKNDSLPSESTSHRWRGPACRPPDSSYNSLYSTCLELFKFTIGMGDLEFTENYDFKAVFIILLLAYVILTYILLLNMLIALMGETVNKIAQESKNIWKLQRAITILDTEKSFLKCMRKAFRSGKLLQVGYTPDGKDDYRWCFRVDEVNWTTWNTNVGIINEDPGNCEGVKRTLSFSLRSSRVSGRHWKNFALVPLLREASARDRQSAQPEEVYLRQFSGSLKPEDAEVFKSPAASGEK
#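 Fluo-8 calcium influx in TRPV1-expressing cells, kinetic read (ex 480/em 520 nm). Compound added and read 3 min for agonist activity, followed by capsaicin at EC20 final and 2 min further read for enhancement.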
# VP16 counter: inhibits Gal4-VP16 luciferase reporter, ROR gamma counter-screen; Drosophila S2 Gal4-VP16 UAS-luciferase, luminescence, 20 h; Potency, µM (highest dose often 53.6 µM), for the others: at the top dose activity, negative = inhibition, usual class: inhibitors; actives 3.5% (n = 310,000);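 note: Gal4-VP16 expression switched on by copper sulfate through the metallothionein promoter; potency is the fitted concentration of half-maximal effect; % is set by controls: 0 for no effect and ±100 for the full control effect; nearly all actives have a fitted effect of over 50% in size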
# ELG1 DNA repair: blocks ELG1-dependent DNA repair in HEK293T cells. HEK293T ELG1-luciferase reporter, luminescence, 16 h; DNA damage induced by 5-fluorouridine. Potency, µM (highest dose often 46.1 µM), for the others: top-dose activity change, negative = inhibition, actives largely listed as inhibitors. actives 2.3% (n = 330,000). AID 504467; note: potency is the fitted concentration of half-maximal effect; % is set by controls: 0 for no effect and ±100 for the full control effect; nearly all actives have a fitted effect of over 55% in size
#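 Quantitative HTS, concentration-response format. 2,000 cells/well co-treated with 5-fluorouridine and compound, 16 hr in 5% CO2 at 37 °C; ONE-Glo luminescence read after 30 min.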
# BRCA1 expr up: increases BRCA1 expression; MCF7-BRCA1-FFLuc reporter, luminescence, 48 h; response scale: scaled: vehicle 0%, 10 µM genistein 100%; Potency, µM (series often up to 46.1 µM), inactives show at the highest dose activation, usual class: activators; actives 1.1% (n = 380,000); note: potency is the fitted concentration of half-maximal effect; nearly all actives have a fitted effect of over 80% in size; some results filed as inactive show a strong effect at the top dose
#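 Quantitative HTS in MCF7 cells stably reporting BRCA1 expression via firefly luciferase. Compound treatment lasts 48 h at 37 °C in phenol-red free MEM. Activation is expressed relative to genistein at 10 microM and DMSO.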
# Tb PFK inh: blocks T. brucei phosphofructokinase | O15648 | actives 0.17% (n = 330,000) | Potency, µM (series often up to 57.5 µM), inactives show at the highest dose activity, negative = inhibition, usual class: inhibitors | T. brucei PFK, ADP-Glo luminescence;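 note: potency is the fitted concentration of half-maximal effect; 0% = uninhibited 1x PFK enzyme wells and -100% = no-enzyme wells; nearly all actives have a fitted effect of over 60% in size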
#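 Compounds were pin-transferred as a titration series up to 57 uM into substrate buffer (0.5 mM F6P, 0.1 mM ATP, pH 8.0), then 1.25 nM PFK was added and reactions ran 45 min before ADP-Glo detection.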
# Active calls of the source: *; ? = inconclusive; · = not tested or not shown; & = joins results of further samples; [ ] = remark or other dose. Unless noted, calls come from the whole dose curve; as a rule, active = well fitted curve in the direction sought with a large enough effect; inconclusive = small, poorly fitted or top-dose-only effect, or another doubt; inactive = no such curve, though single readings can be large; an effect the other way counts as inactive or inconclusive.
entry	Molecule	p53 reactivator	NPC1 prom act	RORg inh	Rab9 prom act	FLuc counter	ELG1 genotoxic
1	CCCc1cc(-c2n[nH]c(=S)n2-c2cccc(C)c2)cs1	0%	0%	1.4µM*	-2%	?	-5%
2	CCOC(=O)C1(CCCc2ccccc2)CCN(S(C)(=O)=O)CC1	-8%	-3%	?	-12%	0%	-3%
3	O=C(Nc1ccc(Cl)cn1)C1CC1	2%	-1%	0%	-7%	3%	5%
4	CC(=Nc1ccccc1)C1=C(O)COC1=O	0%	-3%	3%	-3%	0%	3%
5	O=C(c1cccc(C(F)(F)F)c1)C1CCCN(C(=O)c2cc(C3CC3)[nH]n2)C1 (stereo not given)	9%	1%	?	3%	-3%	-2%[9.26 µM]
6	O=C(NC1CCN(C(=O)NC2CCCCC2)CC1)c1cccc(F)c1	-1%	2%	0%	3%	0%	-2%
7	COc1ccc(/C=C/c2c(-c3ccc(OC)cc3)sc3cc(OC)c(OC)cc23)cc1	6%	·	·	·	·	0%
8	O=C(CCCCCNC(=O)N1CCn2c1nc1ccccc12)N[C@@H](Cc1ccccc1)C(=O)O	13%	1%	17%	-1%	0%	-1%
9	O=C(Nc1cnccn1)Nc1ccc(Cl)cc1Cl	9%	22%	-3%	?	-6%	6%
10	Cc1nc(SCC(=O)NCCc2ccccc2)c2c(=O)n(C)c(=O)n(C)c2n1	-3%	-5%	-30%	-7%	6%	0%
11	CCOC(=O)c1sc2nccc(OC)c2c1N=CNOC	-3%	3%	1%	1%	3%	1%
12	COc1cc(Cl)ccc1OCc1cc(C(=O)N2C[C@@H]3CCC[C@H]2C3)no1	?	3.2µM*	10%	4µM*	9.5µM*	2.9µM*
13	COc1ccc(C2=C(CN(C)C)C(c3ccccc3)c3ccccc3O2)cc1 (stereo not given)	-14%&-24%	0%&-1%	?	-7%&-3%	4%&-5%	-9%&-6%
14	CC(/C=C1\SC(=S)N(NC(=O)c2ccc(O)cc2)C1=O)=C\c1ccccc1	9%	7%	?	3%	?	-1%
15	Cc1cc(O)cc(O[C@H]2OC(CO)[C@H](O)[C@@H](O)[C@H]2O)c1 (stereo not given in full)	9%	-2%	2%	-3%	2%	4%

entry	TRPV1 agonist	VP16 counter	ELG1 DNA repair	BRCA1 expr up	Tb PFK inh
1	-1	?	5%	-18%	-1%
2	9	-30%	-19%	3%	0%
3	0	-2%	17%	36%	4%
4	-4	10%	-4%	19%	-2%
5	12	0%	5%	1%	-2%
6	1	-14%	-5%	6%	-2%
7	·	·	-21%	-32%	0%
8	-3	-1%	-11%	16%	0%
9	-10	-9%	?	20%	-5%
10	-4	8%	-8%	-2%	2%
11	0	4%	-5%	2%	-2%
12	2	-6%	?	?	-2%
13	?	?	-9%&0%	-82%	-4%&6%
14	24	?	?	-22%	0%
15	-4	4%	-1%	28%	-6%

# Random excerpt: three entries already listed.
entry	Molecule	p53 reactivator	NPC1 prom act	RORg inh	Rab9 prom act	FLuc counter	ELG1 genotoxic
12	COc1cc(Cl)ccc1OCc1cc(C(=O)N2C[C@@H]3CCC[C@H]2C3)no1	?	3.2µM*	10%	4µM*	9.5µM*	2.9µM*
14	CC(/C=C1\SC(=S)N(NC(=O)c2ccc(O)cc2)C1=O)=C\c1ccccc1	9%	7%	?	3%	?	-1%
1	CCCc1cc(-c2n[nH]c(=S)n2-c2cccc(C)c2)cs1	0%	0%	1.4µM*	-2%	?	-5%

entry	TRPV1 agonist	VP16 counter	ELG1 DNA repair	BRCA1 expr up	Tb PFK inh
12	2	-6%	?	?	-2%
14	24	?	?	-22%	0%
1	-1	?	5%	-18%	-1%

# Following part.
entry	Molecule	p53 reactivator	NPC1 prom act	RORg inh	Rab9 prom act	FLuc counter	ELG1 genotoxic
16	COc1ccc(NS(=O)(=O)c2ccc3ccccc3c2)c2ncccc12	-2%	-3%	0.71µM*	-11%	0%	-2%
17	Cc1cc(-n2c(C)cc(C(=S)N3CCOCC3)c2C)ccc1Br	0%	-7%	8.9µM*	-1%	2%	7%
18	COc1ccc(NS(=O)(=O)c2ccc(N3CCN(CCO)CC3)c([N+](=O)[O-])c2)cc1	0%	-15%	?	-19%	2%	-4%
19	Cc1ccc(NC(=O)CCN2C(=O)c3ccccc3Sc3ncccc32)cc1	-3%	2%	16%	-10%	-4%&-1%	0%
20	CC(NC(=O)c1cc(-c2ccc3c(c2)OCO3)nc2ccccc12)C(C)(C)C (stereo not given)	-3%	0%	-10%	-3%	-14%	0%
21	c1ccc(CC2CCN(C(c3cccs3)c3nnnn3C3CCCC3)CC2)cc1 (stereo not given)	-4%	1%	3%	-9%	2%	13%
22	Cc1ccnc(NS(=O)(=O)c2ccc(NC(=O)C3CCCCC3C(=O)O)cc2)n1 (stereo not given)	-17%	-3%	-24%	-1%	1%	0%
23	COCCN(C(=O)c1ccco1)c1nnc(-c2ccc(OC)cc2)s1	4%	?	?	26%	21µM*	9%
24	COc1ccc(C)cc1S(=O)(=O)N1CCN(Cc2ccccc2)CC1	0%	2%	-25%	2%	14%	-4%
25	O=C(CN1CCCCCC1)Nc1cccc(NC(=O)CN2CCCCCC2)c1	4%	0%	-1%	-2%	-1%	0%
26	CCOC(=O)C1=C(C)Nc2ccccc2N=C1NC(=O)Cc1ccc(Br)cc1	4%	0%	3%	-4%	0%	-3%
27	CCn1nc(C(=O)OCC(=O)NCC(C)C)c2ccccc2c1=O	2%	-5%	-7%	1%	-2%	3%
28	CCCCOc1ccccc1C(=O)N(Cc1ccc(C)o1)C1CCS(=O)(=O)C1 (stereo not given)	-3%	1%	-6%	2%	4%&-4%	-7%
29	O=c1ccc(Oc2nc(N3CCOCC3)nc(N3CCOCC3)n2)nn1-c1ccccc1	1%	6%	0%	-1%	7%	10%
30	O=c1[nH]cccc1-c1nc2ccccc2n1Cc1ccccc1F	-7%	-4%	31%	-3%	1%	0%

entry	TRPV1 agonist	VP16 counter	ELG1 DNA repair	BRCA1 expr up	Tb PFK inh
16	3	1.1µM*	-15%	-56%	1%
17	23	?	?	-17%	1%
18	0	?	?	-24%	0%
19	30	-7%	17%	0%	-10%
20	27	?	-2%	-45%	1%
21	·	5%	-2%	-32%	-3%
22	1	-12%	-4%	0%	-3%
23	-3	1%	?	7.1µM*	-3%
24	16	12%	-6%	2%	-1%
25	-2	-11%	-13%	-15%	2%
26	1	-7%	0%	-18%	0%
27	-1	-9%	-4%	-5%	-5%
28	12	3%	-9%	-24%	-2%
29	10	-9%	13µM*	-23%	-3%
30	1	-4%	-2%	-9%	-2%

# Remaining list, next part
entry	Molecule	p53 reactivator	NPC1 prom act	RORg inh	Rab9 prom act	FLuc counter	ELG1 genotoxic
31	O=C(O)c1ccc(Cl)c(NC(=O)C2CCCN2S(=O)(=O)c2cccc3nsnc23)c1 (stereo not given)	20%	0%	1%	1%	-2%	0%
32	Cc1n[nH]c(=O)n1-c1cccc(C(F)(F)F)c1	-5%	0%	2%	3%	1%	1%
33	O=C1COc2ccc(C(=O)COC(=O)c3ccccn3)cc2N1	5%	-2%	·	3%	?	-6%
34	Cc1ccccc1NC(=O)CSc1ccc(-c2ccccn2)nn1	-7%	2%	-26%	-3%	-8%	11%
35	COc1ccccc1CN(C)C(=O)c1cc(-c2cccs2)nc2ccccc12	-4%	-7%	43%	-5%	-2%	-30%
36	COc1ccc(N(C(=O)c2snc(C(N)=O)c2N)C(C(=O)NC2CCCC2)c2cccs2)c(OC)c1 (stereo not given)	-3%	-2%	?	-4%	-1%	1%
37	NC(=O)c1ccc(NC(=O)CCCc2nc(-c3ccccc3Cl)no2)cc1	-1%	-3%	-19%	-4%	-1%	-1%
38	Cc1csc(NC(=O)c2nn(C)c(C)c2[N+](=O)[O-])n1	?	2%	20%	20%	?	10%
39	COc1cc2cc(CN(CCO)C(=O)c3cccs3)c(=O)[nH]c2cc1OC	1%	1%	10%	0%	0%	-3%

entry	TRPV1 agonist	VP16 counter	ELG1 DNA repair	BRCA1 expr up	Tb PFK inh
31	-4	-7%	-11%	-3%	-1%
32	0	2%	1%	3%	2%
33	-6	·	17%	-12%	-16%
34	4	-9%	-9%	-13%	3%
35	7	1%	?	-54%	0%
36	?	-9%	-2%	-47%	3%
37	30	-5%	12%	9%	6%
38	0	4%	?	45%	-1%
39	-2	0%	?	1%	-3%

# High-throughput results as filed in PubChem BioAssay.
